# ARNT-TACC3 inh – disruptors of human ARNT/TACC3 interaction; Q9Y6A5; AlphaScreen His-ARNT PAS-B/GST-TACC3 binding, luminescence; TACC3 fragment carries E629A point mutation; inhibition, % at 9.99 µM; hit rate 0.66% among 390,000; AID 623870;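 active means mean inhibition of replicates at least 50% and at least half of replicates each reaching 50%; inconclusive means half or more replicates reach 50% but mean below 50%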;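 further: 0% = complete ARNT plus TACC3 wells and 100% = ARNT alone without TACC3; many hits fall short of the cut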
# esBAF inh – blocks esBAF chromatin remodeling in mouse ES cells; Bmi1-luciferase knock-in reporter, 24 h; 100% = twice the neutral-well signal; reporter increase, % at 12.5 µM; hit rate 2% among 350,000; in the data active means activation above about 40%; inconclusive means no clear call, values can overlap the other calls;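 further: 0% = median of the plate's neutral control wells and 100% = double that signal; a rise in the Bmi1 reporter signal indicates esBAF inhibition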
# PglD inh – PglD (C. jejuni) enzyme inhibition. inhibition, % at 12.5 µM. AID 602405. hit rate 0.098% among 360,000. purified PglD enzyme, DTNB colorimetric CoA detection; in the data active means inhibition above about 16%, passing the limit was not always enough; inconclusive means no clear call, values can overlap the other calls; further: strong numbers were not always called active
# RAD54 inh – RAD54 (human) branch migration inhibition; inhibition, % at 10.4 µM; hit rate 0.14% among 360,000; AID 602329; Q92698; RAD54 Holliday junction branch migration, FAM/BHQ fluorescence;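 active means mean normalized replicate activity at least 40 and at least half of replicates scoring 40 or more; inconclusive means only one of the two criteria met; inactive means mean below 40 and under half of replicates reaching 40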;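 further: 0% = median of neutral control wells and 100% = median of positive control wells; inhibitors cause a drop in the FAM fluorescence signal; in these data hits start at about 50%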
# CASP6 VEID inh – caspase-6 (human) enzyme inhibition. hit rate 0.53% among 350,000. inhibition, % at 12.5 µM. P55212. purified caspase-6, Z-VEID-R110 cleavage fluorescence;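 active means mean inhibition across replicates at least about 35%, with every replicate also reaching that limit, limit read from the data; inconclusive means only one of the two criteria met; inactive means neither criterion met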;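 further: 0% = median of neutral control wells and 100% = no fluorescence left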
# ERp5 inh – ERp5 (human) disulfide isomerase inhibition; hit rate 0.05% among 350,000; Q15084; inhibition, % at 9.99 µM; ERp5 insulin aggregation, absorbance 650 nm, 90 min; AID 651711;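 active means mean replicate inhibition above about 25%, with every replicate also reaching it, limit read from the data, passing the limit was not always enough; inconclusive means only one of those two criteria met; inactive means neither criterion met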
# Target sequence (Q15084 whole entry, looked up): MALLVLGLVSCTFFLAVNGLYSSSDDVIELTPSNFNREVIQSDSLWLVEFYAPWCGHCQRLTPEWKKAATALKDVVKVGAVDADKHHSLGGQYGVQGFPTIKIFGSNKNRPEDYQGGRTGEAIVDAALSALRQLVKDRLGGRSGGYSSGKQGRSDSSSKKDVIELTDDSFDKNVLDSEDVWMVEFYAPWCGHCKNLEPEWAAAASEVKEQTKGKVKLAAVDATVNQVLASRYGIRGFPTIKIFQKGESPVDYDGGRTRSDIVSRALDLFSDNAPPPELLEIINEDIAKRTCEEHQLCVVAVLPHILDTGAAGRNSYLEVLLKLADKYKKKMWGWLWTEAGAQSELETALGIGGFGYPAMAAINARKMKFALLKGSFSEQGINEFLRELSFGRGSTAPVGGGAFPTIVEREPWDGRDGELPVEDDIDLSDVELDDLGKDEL
# RAD52 anneal inh – inhibitors of human RAD52 DNA annealing; hit rate 0.46% among 360,000; inhibition, % at 18.7 µM; recombinant RAD52 DNA annealing, FRET fluorescence;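 active means every replicate showing at least 50% inhibition; inconclusive means mean inhibition at least 50% but not in every replicate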
# Target sequence (P43351 whole entry, looked up): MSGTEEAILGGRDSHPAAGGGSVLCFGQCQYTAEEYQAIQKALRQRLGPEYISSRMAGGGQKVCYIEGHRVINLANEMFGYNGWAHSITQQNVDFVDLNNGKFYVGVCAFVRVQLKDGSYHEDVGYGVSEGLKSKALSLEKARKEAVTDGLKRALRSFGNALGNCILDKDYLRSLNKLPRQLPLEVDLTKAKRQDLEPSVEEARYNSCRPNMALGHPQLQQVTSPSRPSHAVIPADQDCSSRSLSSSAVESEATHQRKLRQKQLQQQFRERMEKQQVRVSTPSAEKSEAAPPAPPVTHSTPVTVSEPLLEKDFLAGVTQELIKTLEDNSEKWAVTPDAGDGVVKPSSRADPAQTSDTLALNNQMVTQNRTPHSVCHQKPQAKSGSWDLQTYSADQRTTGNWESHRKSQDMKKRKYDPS
# E-sel inducer – E-selectin induction on HUVECs | HUVEC E-selectin immunofluorescence imaging; normalized: neutral wells 0, TNF-alpha wells 100 | activation, % at 7.58 µM | hit rate 0.37% among 260,000 | P16581;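 active means mean E-selectin-positive cell signal at least 10% of the positive control, reached in at least 60% of replicates, without over 20% cell loss; inconclusive means no rule given, readout overlaps actives, possibly toxicity-flagged; inactive means the rest, including those meeting only one limit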;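 further: in these data hits start at about 27%; measured in HUVEC primary endothelial cells; signal is the percent of cells scored E-selectin positive by PE staining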
#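 Test system: HUVEC | Signal: Immunofluorescence imaging | Read-out: Percent E-selectin-positive cells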
# The depositor's hits bear a star; ? = inconclusive; . = no result given; & = joins results of further samples.
SMILES,ARNT-TACC3 inh,esBAF inh,PglD inh,RAD54 inh,CASP6 VEID inh,ERp5 inh,RAD52 anneal inh,E-sel inducer
CCCSC1=C(C#N)C(c2cc(OC)ccc2OC)CC(=O)N1 (centres undefined),6,2,0,-16,-1,6,-17,-0.2
CCOc1ccccc1NC(=S)NC(=O)C1CC1,18,4,-1,-1,2,0,-9,-0.7
CC[C@H](C)/C=C(C)/C=C/C1=CC2=CC(=O)[C@]3(C)OC(=O)[C@@H](C(C)=O)[C@@H]3C2=CO1,-11,5,-1,-11,19,5,-114,.
Cc1cc(C(=O)N2CCN(S(=O)(=O)c3ccc(C)c(C)c3)CC2)no1,-2,-3,4,-4,-2,5,-6,0.8
CCNC(=O)C[C@@H]1CC[C@H]2[C@@H](COC[C@H](O)CN2C(=O)C2CCOCC2)O1,6,-4,3,-2,0,-2,-70,0.0
CN1CCCC(C)(C(=O)Nc2cccc(Oc3ccccc3)c2)C1 (centres undefined),.,-2,-4,5,-3,3,1,0.9
CCCC(=O)NC(c1ccc(C(C)C)cc1)c1ccc2cccnc2c1O (centres undefined),-2,-38,-3,4,0,3,-3,-0.1
COc1cccc(CN2CC3(CN(C(=O)Nc4c(C)noc4C)C3)c3c([nH]c4cc(OC)ccc34)[C@H]2CO)c1,.,.,.,.,1,6,-32,-0.7
COc1ccc(CCC(=O)Nc2ccc(C(=O)c3ccncc3)cc2)cc1,-17,-9,-3,0,-4,-1,-17,.
NC(N)=NS(=O)(=O)c1ccc(NC(=S)NC(=O)c2ccncc2)cc1,-2,-5,-5,-9,2,5,-9,.
C=CCn1c(SCC(=O)NCC2CCCO2)nc2scc(-c3ccccc3)c2c1=O (centres undefined),7,.,1,-7,0,6,-14,-0.2
CCCNC(=O)N1C[C@H](C)[C@@H](OC)CN(C)C(=O)c2ccc(NC(C)=O)cc2OC[C@H]1C,-5,-2,6,0,1,-1,1,4.1
CC(C)C[C@@]12C(=O)N(c3cccc(Cl)c3)C(=O)N1[C@H](c1ccc(F)cc1)[C@@H]1C(=O)N(C3CCCCC3)C(=O)[C@@H]12,1,-2,3,0,-2,4,-1,-0.2
CC(C)Oc1ccc(S(=O)(=O)N2CCOCC2)cc1NC(=O)Cc1c(F)cccc1Cl,-9,-2,1,9,-4,16,-5,2.6
N#CC1=C(SCC(=O)NC23CC4CC(CC(C4)C2)C3)NC(=O)C(C#N)C12CCCCC2 (centres undefined),-11,-6,-1,5,0,4,-2,.
CCOc1ccc(OCc2ccc(C(=O)N(CC)CC)cc2)cc1,4,78*,.,.,-4,0,40,-0.1
O=C(Cc1cccc2ccccc12)Nc1ccc2oc(-c3ccccc3)nc2c1,-5,27,2,0,.,.,.,.
Cn1c(C(=O)N2CCOCC2)cc2c(=O)n3ccccc3nc21,-2,6,-1,-13,-2,2,-1,-0.4
CNc1cccc2c1C(=O)c1ccccc1C2=O,2,.,.,.,0,2,-23,.
CC1(C)Cc2c(sc(NC(=O)C3CC(Cl)=CCC3C(=O)O)c2C#N)CO1 (centres undefined),2,.,.,.,-3,4,-12,-0.6
C[C@H](CO)N1C[C@H](C)[C@@H](CN(C)Cc2ccc(C(=O)O)cc2)Oc2c(NS(=O)(=O)c3ccc(Cl)cc3)cccc2C1=O,-4,10,-3,3,-1,-5,15,1.2
CS(=O)(=O)Nc1ccc2c(c1)[C@@H]1C[C@H](CC(=O)NCc3cc(F)ccc3F)O[C@H](CO)[C@@H]1O2,22,4,-1,2,-1,3,-1,-0.1
COc1ccc(CN2CCN(C(=O)c3cccs3)CC2)c(OC)c1OC,0,-2,-5,-6,.,.,.,.
CC(C)C(=O)c1ccc(O)c(O)c1,0,-2,-4,-2,-2,3,0,-0.1
O=C(COC(=O)c1cc(Cl)ccc1O)NCCC1=CCCCC1,-11,-3,4,-12,-3,1,-14,.
# Further structures follow.
SMILES,ARNT-TACC3 inh,esBAF inh,PglD inh,RAD54 inh,CASP6 VEID inh,ERp5 inh,RAD52 anneal inh,E-sel inducer
C[C@@]12CCC=C[C@H]1[C@H](c1ccc3ccccc3c1)N(Cc1ccccc1)C2=O,-6,1,3,-2,0,1,0,0.5
COCC#Cc1ccc2c(c1)O[C@H](CN(C)Cc1ccc(F)cc1)[C@H](C)CN([C@@H](C)CO)S2(=O)=O,21,-8,-2,-10,0,-1,-6,0.1
O=C(C[C@@H]1C=C[C@H](NC(=O)CC2CC2)[C@H](CO)O1)NCc1ccc(Cl)cc1,-9,4,6,4,-1,2,7,0.2
CC(OC(=O)CNC(=O)c1ccco1)C(=O)Nc1ccc(Cl)cn1 (centres undefined),-2,.,.,.,0,-2,-14,-0.3
CC(=O)C1=C(O)C(=O)N(c2ccccn2)C1c1ccc(Cl)cc1 (centres undefined),-1,47*,6,4,2,-3,-10,.
Cc1cc(C)n2nc(C(=O)N/N=C/c3ccccc3C)nc2n1,5,.,5,-8,2,0,-5,6.5
Cc1cc(=O)[nH]c(-c2ccccc2OC(F)(F)F)n1,-3,-9,-5,-6,2,4,-18,0.0
COc1cc(C(=O)Nc2cccc(-n3cnnn3)c2)cc(OC)c1OC,-18,2,0,-1,4,0,-3,-0.1
Cc1nn(Cc2ccccc2)c(C)c1C(=O)NCC(c1cccs1)N1CCOCC1 (centres undefined),-1,2,.,.,-94,0,-8,0.1
O=C(NCc1ccncc1)C(=O)N/N=C/c1cccnc1,14,.,.,.,0,1,-11,0.5
C[C@@H]1CN([C@@H](C)CO)C(=O)Cc2cc(NC(=O)C3CC3)ccc2O[C@@H]1CN(C)CC1CC1,7,2,1,-7,1,5,1,-0.3
CCC(=O)Nc1ccc(-c2nc(-c3ccccc3)n(CC(=O)N3CCCCC3)n2)cc1,-4,-3,0,-8,.,.,.,.
CCCC(=O)Nc1ccc2c(c1)C(=O)N(C)[C@H]1CC[C@@H](CC(=O)NCc3ccccc3F)O[C@H]1CO2,1,3,0,-14,.,.,.,0.5
C[C@H](CO)N1C[C@H](C)[C@H](CN(C)C)Oc2cc(/C=C/c3ccccc3)ccc2S1(=O)=O,18,-4,0,8,-1,-2,25,0.6
O=C(CN(C(=O)CCC(=O)Nc1nccs1)c1ccc(F)cc1)NCCc1ccccc1,-12,-2,-3,2,0,-1,-7,0.0
CCOCCCNC(=O)C(NC(=O)CNC(=O)c1ccccc1)c1ccc(OC)cc1 (centres undefined),-3,3,4,5,-1,0,-8,-0.2
Nc1nc(NC2CCCC2)cc(=O)[nH]1,-1,-4,-7,2,-4,1,-4,2.4
Cc1cc(-c2nnco2)c(C)n1-c1ccccc1,-5,54*,0,2,.,.,.,.
OC1CNc2c(ccc3ccccc23)C1 (centres undefined),-2,3,.,.,-1,5,-20,-0.3
C[C@@H]1CN([C@H](C)CO)C(=O)c2cccc(NC(=O)CCCCCC(=O)Nc3ccccc3N)c2O[C@H]1CN(C)Cc1ccc2c(c1)OCO2,.,.,.,.,-1,-8,27,?
COCCN1C(=O)N[C@@H](c2cccc(F)c2)C(C(C)=O)=C1C,1,-5,-3,-5,.,.,.,-0.1
CC(C)Cn1c(N)c(C(=O)COC(=O)C2CC(=O)N(Cc3ccccc3Cl)C2)c(=O)n(C)c1=O (centres undefined),3,.,.,.,1,2,-25,.
CCOC(=O)c1ccc(S(=O)(=O)N2CCN(C(=O)C3CSC4(C)CCC(=O)N34)CC2)cc1 (centres undefined),-8,0,-1,6,-11,-1,-3,.
O=C(c1ccccc1)c1cnc(-c2ccccc2)s1,-4,.,.,.,0,5,-12,.
O=C(NCC[C@H]1CC[C@H](NC(=O)c2cccnc2)[C@@H](CO)O1)Nc1ccc(F)cc1,2,5,-5,9,0,-1,23,-2.4&-1.5

# Structures above shown as hits in esBAF inh.
SMILES | ARNT-TACC3 inh | esBAF inh | PglD inh | CASP6 VEID inh | ERp5 inh | RAD52 anneal inh
CCOc1ccc(OCc2ccc(C(=O)N(CC)CC)cc2)cc1 | 4 | 78* | . | -4 | 0 | 40
CC(=O)C1=C(O)C(=O)N(c2ccccn2)C1c1ccc(Cl)cc1 (centres undefined) | -1 | 47* | 6 | 2 | -3 | -10
Cc1cc(-c2nnco2)c(C)n1-c1ccccc1 | -5 | 54* | 0 | . | . | .

# (listing goes on)
SMILES,ARNT-TACC3 inh,esBAF inh,PglD inh,RAD54 inh,CASP6 VEID inh,ERp5 inh,RAD52 anneal inh,E-sel inducer
C[C@@H]1CN([C@@H](C)CO)C(=O)c2cc(NC(=O)c3ccncc3)ccc2O[C@H]1CN(C)S(=O)(=O)c1ccc(F)cc1,19,2,2,-2,1,-6,0,-35
Cc1cc2cc(CNC(=O)c3ccc4c(c3)OCO4)ccc2n1C,0,-2,-5,-8,.,.,.,.
O=C(Cc1ccccc1F)NCC(=O)Nc1ccccc1Br,.,4,1,7,-4,-6,-9,.
Cc1cccc(Nc2nnc(SCC(=O)c3c(N)n(C4CC4)c(=O)[nH]c3=O)s2)c1,-10,-2,4,-3,1,-7,-5,.
CCc1nc(N)c(C#N)c(-c2ccc(F)cc2)c1C,-1,1,1,7,.,.,.,.
O=C(COC(=O)C1CCN(c2ccc(C(F)(F)F)cn2)CC1)NCc1ccccc1,-2,5,0,-8,2,5,5,.
O=C(NCCCCNC(=O)c1ccccc1Br)c1ccccc1Br,.,.,0,17,-4,3,0,-0.1
O=C(CCCSc1nc(-c2ccco2)cc(C(F)(F)F)n1)NCc1cccs1,13,0,2,4,.,.,.,.
O=C(CNC(=O)c1ccco1)Nc1ccc(F)c(Cl)c1,0,-2,-5,5,4,3,-14,.
Cn1nc(C(F)(F)F)c(C(=O)Nc2ccc(C(F)(F)F)cc2)c1Cl,17,-2,5,-8,.,.,.,.
O=c1c(Cl)c(O)ccn1C1OC(CO)C(O)C1O (centres undefined),-1,.,.,.,-1,-2,-14,-0.6
COc1ccccc1NC(=O)Nc1ccc(Br)cn1,2,14,-3,1,.,.,.,.
C[C@@H]1CN([C@H](C)CO)C(=O)Cc2cc(NC(=O)NC3CCCCC3)ccc2O[C@H]1CN(C)C,-1,-2,0,0,2,-1,-14,13
CCNc1nc(Oc2ccc(=O)n(C)n2)nc(N2CCOCC2)n1,-4,-1,-2,7,.,.,.,.
COc1ccccc1Oc1ccc2c(c1)C(=O)N(CC1CCCO1)C2=O (centres undefined),2,26,-7,-5,0,-5,-9,0.6
O=C(NCCS(=O)(=O)NCCc1ccccc1)c1ccc2c(c1)OCO2,13,.,2,-7,-4,-1,-12,0.0
CC(C)Cc1n[nH]c(=O)[nH]1,-5,-8,0,-6,.,.,.,.
COCCOc1ccc(C(F)(F)F)cc1NC(=O)CN1C(=O)NC2(CCc3ccccc32)C1=O (centres undefined),-5,.,6,-6,0,-2,-2,.
CC(C)NC(=O)Nc1ccc2c(c1)C(=O)N([C@H](C)CO)C[C@H](C)[C@H](CN(C)Cc1ccc(C(=O)O)cc1)OCCCC[C@@H](C)O2,-15,-7,1,-1,-2,-1,-8,.
CC(C)CN(CC(C)C)C1=N/C(=C\c2ccco2)C(=O)N1c1ccccc1,-3,-6,1,-4,.,.,.,.
O=C(Nc1ccc(Cl)cc1C(F)(F)F)c1ccccc1Cl,-6,.,.,.,-1,-1,-2,.
Cc1csc(NC(=O)CSc2ccc(-c3ccc(F)cc3)nn2)n1,-12,.,.,.,3,-1,-23,0.4
Cc1ccc(Cc2c(-c3ccc(F)cc3)nc3ccc(Br)cn23)cc1,.,9,-2,-6,1,4,-11,-0.2
CCn1c(CNc2ccc(F)cc2)nnc1SCC(=O)Nc1ccc(OC)cc1OC,2,5,-2,-10,0,0,-9,.
